High-throughput results deposited in PubChem BioAssay by several laboratories.
NSD2 HMT inh: NSD2 histone methyltransferase inhibitors, primary screen, biochemical, AlphaScreen, single concentration, set 2; Histone-lysine N-methyltransferase NSD2 (Homo sapiens), O96028; NSD2 peptide methylation, 120 min; inhibition, % at 12.5 µM; 310,000 compounds, 0.54% hits; AID 743445, 2014; in the data active = inhibition above about 50%
SR-BI HDL uptake: inhibitors of SR-BI mediated HDL lipid uptake, primary screen, ldlA[mSR-BI] cells, fluorescence, single point | Scavenger receptor class B member 1 (Mus musculus), Q61009 | ldlA[mSR-BI] CHO cells, DiI-HDL uptake fluorescence, 3 h | inhibition, % at 12.5 µM | 320,000 compounds, 0.96% hits;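 active = mean replicate inhibition of at least 70% and a set share of replicates each scoring 70 or more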;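 note: 0% = median of neutral control wells and 100% = median of positive control wells; values of inactives mirror those of a sister screen read the other way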
CDK5 p35 inh: inhibitors of human CDK5/p35 kinase, primary screen, biochemical, single concentration | Cyclin-dependent kinase 5 (Homo sapiens) + Cyclin-dependent kinase 5 activator 1 (Homo … | Recombinant CDK5/p35, ADP-Glo luminescence, 60 min | inhibition, % at 10 µM | 330,000 compounds, 0.01% hits | AID 488839, 2010;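 active = highest replicate inhibition of at least 50% and at least 75% of replicates reaching 50%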;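 note: plate controls were DMSO neutral control for no effect and GW8510 at 10 µM for full effect; many of its hits are not listed in these tables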
SR-BI uptake up: activators of SR-BI mediated DiI-HDL uptake, primary screen, ldlA[mSR-BI] CHO cells, DiI fluorescence. 320,000 compounds, 0.096% hits. AID 504775, 2011. activation, % at 12.5 µM. 3 h; 100 = double the neutral-control signal;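 active = mean replicate activation of at least 60% and every replicate at or above 60%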;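 note: 0% = median plate neutral-control signal and 100% = twice that signal; values of inactives mirror those of a sister screen read the other way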
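Material: SR-BI-overexpressing, LDLR-lacking CHO cells; schedule: compound exposure 3 h, 37 °C; reagent: DiI-labelled HDL at 10 µg/mL final; technique: bottom-read fluorescence, 550/595 nm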
PKA-R2B act: activators of PKA-R2B holoenzyme, primary screen, biochemical, fluorescence polarization, Cy5-IP20, human. cAMP-dependent protein kinase catalytic subunit beta (Homo sapiens) + cAMP-dependent …. PKA-R2B holoenzyme dissociation; R2B truncated from residue 108, S112A mutant; 0% DMSO only, 100% 113 µM cGMP. activation, % at 11.4 µM. 340,000 compounds, 0.079% hits. AID 504700, 2011;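 active = activation above a cutoff set at the mean over all compounds plus 3 SD, cut at about 18% in these data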;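 note: higher means more holoenzyme dissociation and a rise in polarization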
Target sequence (P31323 whole entry, looked up, other chains not shown, the tested form may be a part): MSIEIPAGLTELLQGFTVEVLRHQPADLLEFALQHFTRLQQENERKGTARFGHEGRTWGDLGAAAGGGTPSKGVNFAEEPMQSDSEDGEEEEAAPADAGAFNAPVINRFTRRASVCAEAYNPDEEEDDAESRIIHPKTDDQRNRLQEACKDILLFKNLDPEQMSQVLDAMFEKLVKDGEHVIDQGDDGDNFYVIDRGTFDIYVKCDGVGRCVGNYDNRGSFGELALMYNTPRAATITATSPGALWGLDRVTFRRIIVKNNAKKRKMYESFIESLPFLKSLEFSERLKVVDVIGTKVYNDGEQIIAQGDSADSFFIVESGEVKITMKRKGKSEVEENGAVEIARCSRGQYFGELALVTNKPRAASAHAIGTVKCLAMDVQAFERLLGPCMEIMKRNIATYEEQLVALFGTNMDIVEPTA
MITF act: activators of MITF-driven TRPM1 promoter reporter, primary screen, cell-based, SK-MEL-5, luciferase, single point; SK-MEL-5 TRPM1-promoter luciferase, 24 h; % of positive control, neutral wells = 0; activation, % at 12.5 µM; 300,000 compounds, 0.75% hits; AID 588334, 2011;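 active = mean activation of at least 80% with every replicate also reaching 80%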;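 note: 0% = neutral control wells and 100% = parthenolide positive control wells; values of inactives mirror those of a sister screen read the other way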
DSG3 Ab inh: inhibitors of pemphigus antibody binding to DSG3, primary screen, biochemical, bead-based, flow cytometry, scFv-GFP | binding (percent of control), % at 10 µM | 310,000 compounds, 0.48% hits | DSG3-coupled beads, scFv-anti-DSG3-GFP binding; active compounds read low | AID 588358, 2011;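 active = binding more than 3 SD below its plate's average and above zero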;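 note: hits lower antibody fragment binding to DSG3; some compounds called inactive have numbers as strong as hits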
Mot1-301 SUMO: yeast Mot1-301 growth rescue at high temperature, primary screen, SUMOylation pathway inhibitor project, S. cerevisiae, ATP luminescence, 38.5C; S. cerevisiae Mot1-301 growth rescue; percent above DMSO median, 100 means doubled; growth rescue, % at 18.8 µM; 320,000 compounds, 1% hits; AID 2716, 2010;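 active = every valid replicate shows activation above 250% relative to neutral control wells; inactive = the rest, any valid replicate at or below 250%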;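 note: OY570 slx delta 5 strain wells were the positive control but not used for scaling; some compounds called inactive have numbers as strong as hits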
dFosB act: activators of delta FosB homodimer, primary screen, biochemical, fluorescence polarization, TAMRA-CDK5 oligo, single point | Protein FosB (Mus musculus), P13346 | purified delta FosB; percent of positive-control signal above neutral wells | activation, % at 25 µM | 340,000 compounds, 0.99% hits;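 active = mean activation above about 17%, with every replicate also reaching it, limit read from the data, passing the limit was not always enough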;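 note: fluorescence polarization rise as delta FosB binds a TAMRA Cdk5 AP-1 oligo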
Target sequence (P13346 whole entry, looked up): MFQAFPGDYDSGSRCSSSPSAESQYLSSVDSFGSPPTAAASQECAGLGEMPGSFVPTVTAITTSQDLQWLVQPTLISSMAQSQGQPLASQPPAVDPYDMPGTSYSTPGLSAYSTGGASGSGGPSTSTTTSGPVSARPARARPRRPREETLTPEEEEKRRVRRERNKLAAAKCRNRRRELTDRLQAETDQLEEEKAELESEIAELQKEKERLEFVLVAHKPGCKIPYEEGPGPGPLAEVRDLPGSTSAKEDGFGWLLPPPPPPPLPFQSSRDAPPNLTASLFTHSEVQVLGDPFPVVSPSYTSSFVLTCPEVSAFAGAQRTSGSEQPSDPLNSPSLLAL
Arrestin-AP2 inh: inhibitors of beta-arrestin/AP2 binding, primary screen, biochemical, GPCR trafficking, flow cytometry. beta-arrestin 1 C-terminal peptide binding to AP2 beta2-adaptin appendage (human). FITC-arrestin peptide / GST-AP2 beads; AP2 beta2 appendage carries R879A mutation. inhibition, % at 10 µM. 340,000 compounds, 0.31% hits. AID 504490, 2011;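 active = inhibition above a set limit, near 3 SD of compounds lacking own fluorescence, cut at about 54% in these data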;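 note: plate controls were DMSO wells for no effect and 5 µM unlabelled arrestin peptide for full effect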
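test system = AP2 appendage R879A on GSH beads | buffer or medium = PBS plus Tween 20 (0.05%) and BSA (0.1%) | incubation = 12 min plus 1 h, RT | detection = bead flow cytometry, FITC channel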
PKA-R1A activ: activators of PKA-R1A holoenzyme, primary screen, biochemical, fluorescence polarization, Cy5-IP20, bovine R1A, mouse PKAc; AID 504707, 2011; 340,000 compounds, 0.083% hits; activation, % at 11.4 µM; PKA-R1A dissociation; scaled: DMSO 0%, 113 µM cGMP 100%; cAMP-dependent protein kinase type I-alpha regulatory subunit (Bos taurus) + …;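 active = percent activation above the mean of all tested compounds plus 3 SD, cut at about 19% in these data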;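 note: higher means more PKAc released from R1A so a rise in polarization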
An asterisk follows results filed as active.

Screening CC(=O)c1sc(NC(=O)c2oc3ccc(F)cc3c2C)nc1C returned NSD2 HMT inh 1, SR-BI HDL uptake 26, CDK5 p35 inh -0.2, SR-BI uptake up -26, PKA-R2B act 1, MITF act 66, DSG3 Ab inh 102, Mot1-301 SUMO -1, dFosB act 59*, Arrestin-AP2 inh 16 and PKA-R1A activ 4.
Screening Nc1ncc2c(n1)-c1ccccc1CC2 returned SR-BI HDL uptake -22, CDK5 p35 inh 0.6, SR-BI uptake up 22, PKA-R2B act 0, MITF act 22, DSG3 Ab inh 104, Mot1-301 SUMO 7, dFosB act -7, Arrestin-AP2 inh 11 and PKA-R1A activ 10.
For O=C(COC(=O)CCc1nc2ccccc2c(=O)[nH]1)Nc1ccc2c(c1)OCO2 the results were NSD2 HMT inh 3, SR-BI HDL uptake -11, CDK5 p35 inh 0.8, SR-BI uptake up 11, PKA-R2B act 0, MITF act -2, DSG3 Ab inh 104, Mot1-301 SUMO 154, dFosB act 8, Arrestin-AP2 inh -5 and PKA-R1A activ -10.
CNC(=O)c1ccc(Nc2nnc(-c3ccc(C)c(S(N)(=O)=O)c3)c3ccccc23)cc1 was read as NSD2 HMT inh 2, SR-BI HDL uptake 40, CDK5 p35 inh -0.1, SR-BI uptake up -40, PKA-R2B act 9, MITF act -13, DSG3 Ab inh 101, Mot1-301 SUMO -11, dFosB act -27, Arrestin-AP2 inh 7 and PKA-R1A activ 0.
NS(=O)(=O)c1ccc(NC(=O)c2ccc(F)cc2F)c(NC(=O)c2ccc(F)cc2F)c1 was read as NSD2 HMT inh 45, SR-BI HDL uptake 16, CDK5 p35 inh -7.1, SR-BI uptake up -16, PKA-R2B act 3, MITF act -5, DSG3 Ab inh 118, Mot1-301 SUMO -10, dFosB act -10, Arrestin-AP2 inh -7 and PKA-R1A activ -1.
For O=C(CNC(=O)c1ccccc1Cl)Nc1ccc(F)cc1 the results were NSD2 HMT inh 0, SR-BI HDL uptake -19, CDK5 p35 inh -2.9, SR-BI uptake up 19, PKA-R2B act -6, MITF act 12, DSG3 Ab inh 97, Mot1-301 SUMO -3, dFosB act -6, Arrestin-AP2 inh 0 and PKA-R1A activ 5.
For COCCOn1c(SCCOC)nc2ccccc2c1=O the results were NSD2 HMT inh -5, SR-BI HDL uptake -18, CDK5 p35 inh -1.8, SR-BI uptake up 18, PKA-R2B act -5, DSG3 Ab inh 107, Mot1-301 SUMO -9, dFosB act -5, Arrestin-AP2 inh 18 and PKA-R1A activ 9.
For Cc1ccc(N(CC(=O)NCC2CCCO2)S(=O)(=O)c2ccccc2)c(C)c1 (centres undefined) the results were NSD2 HMT inh -5, CDK5 p35 inh -1.8, PKA-R2B act -3, DSG3 Ab inh 105, Mot1-301 SUMO -27, dFosB act -11, Arrestin-AP2 inh -4 and PKA-R1A activ -3.
O=C(Cn1cnc2scc(-c3ccccc3)c2c1=O)NCc1ccco1 was read as NSD2 HMT inh 1, SR-BI HDL uptake -12, CDK5 p35 inh -0.6, SR-BI uptake up 12, PKA-R2B act 0, MITF act 41, DSG3 Ab inh 83, Mot1-301 SUMO 1, dFosB act -8, Arrestin-AP2 inh -5 and PKA-R1A activ -13.
For CCCCCN(C(=O)NC(=O)Nn1cnnc1)S(C)(=O)=O the results were NSD2 HMT inh -4, SR-BI HDL uptake -18, CDK5 p35 inh -2.3, SR-BI uptake up 18, PKA-R2B act 7, MITF act 2, DSG3 Ab inh 75, Mot1-301 SUMO 6, dFosB act -10, Arrestin-AP2 inh 3 and PKA-R1A activ -7.
For COc1ccc(C)cc1NC(=O)C1CC(=O)N(CCc2ccccc2)C1 (centres undefined) the results were NSD2 HMT inh -2, SR-BI HDL uptake -3, CDK5 p35 inh -0.6, SR-BI uptake up 3, PKA-R2B act 6, MITF act 3, DSG3 Ab inh 78, Mot1-301 SUMO 5, dFosB act -16, Arrestin-AP2 inh -1 and PKA-R1A activ -4.
For N#Cc1c(=O)c2nc(NCc3ccccc3)ncc2n2ccccc12 the results were NSD2 HMT inh 5, SR-BI HDL uptake -9, CDK5 p35 inh 2.4, SR-BI uptake up 9, PKA-R2B act -3, MITF act 2, DSG3 Ab inh 98, dFosB act -6, Arrestin-AP2 inh -3 and PKA-R1A activ 3.

Next part; the last 2 above are carried over.
For COc1ccc(C)cc1NC(=O)C1CC(=O)N(CCc2ccccc2)C1 (centres undefined) the results were NSD2 HMT inh -2, SR-BI HDL uptake -3, CDK5 p35 inh -0.6, SR-BI uptake up 3, PKA-R2B act 6, MITF act 3, DSG3 Ab inh 78, Mot1-301 SUMO 5, dFosB act -16, Arrestin-AP2 inh -1 and PKA-R1A activ -4.
For N#Cc1c(=O)c2nc(NCc3ccccc3)ncc2n2ccccc12 the results were NSD2 HMT inh 5, SR-BI HDL uptake -9, CDK5 p35 inh 2.4, SR-BI uptake up 9, PKA-R2B act -3, MITF act 2, DSG3 Ab inh 98, dFosB act -6, Arrestin-AP2 inh -3 and PKA-R1A activ 3.
Screening O=C(CSc1nnc(-c2ccncc2)o1)Nc1ccc(F)c(F)c1 returned NSD2 HMT inh -1, SR-BI HDL uptake 11, CDK5 p35 inh 2.2, SR-BI uptake up -11, PKA-R2B act -14, DSG3 Ab inh 102, Mot1-301 SUMO -16, dFosB act 9, Arrestin-AP2 inh -2 and PKA-R1A activ -19.
For Cc1ccc2nc(C(=O)N3CCCC(Nc4ccc(F)cc4)C3)cn2c1 (centres undefined) the results were NSD2 HMT inh 5, SR-BI HDL uptake -15, CDK5 p35 inh 2.9, SR-BI uptake up 15, PKA-R2B act 5, MITF act 17, DSG3 Ab inh 108, Mot1-301 SUMO 6, dFosB act -14, Arrestin-AP2 inh 10 and PKA-R1A activ 14.
Screening COC(=O)c1ccc(N)cc1O returned NSD2 HMT inh -21, SR-BI HDL uptake -10, CDK5 p35 inh -0.4, SR-BI uptake up 10, PKA-R2B act 5, MITF act 1, dFosB act -8, Arrestin-AP2 inh 6 and PKA-R1A activ -13.
`Cc1ccccc1-c1ccc(=O)n(CC(=O)Nc2ccc(N3CCOCC3)cc2)n1` gave NSD2 HMT inh 4, SR-BI HDL uptake 22, CDK5 p35 inh 3.8, SR-BI uptake up -22, PKA-R2B act -11, MITF act -6, Mot1-301 SUMO -13, dFosB act -8, Arrestin-AP2 inh 2 and PKA-R1A activ -3.
NC(=O)NCCCC(NC(=O)c1ccc(C#CC2(O)CCCCC2)cc1)C(=O)O (centres undefined) was read as NSD2 HMT inh -1, SR-BI HDL uptake -20, CDK5 p35 inh 0.2, SR-BI uptake up 20, PKA-R2B act -2, MITF act 5, DSG3 Ab inh 99, Mot1-301 SUMO -2, dFosB act -4, Arrestin-AP2 inh 13 and PKA-R1A activ -3.
For NC(=O)c1ccsc1NC(=O)COC(=O)/C=C/c1ccccc1[N+](=O)[O-] the results were NSD2 HMT inh -3, SR-BI HDL uptake -3, CDK5 p35 inh -2.4, SR-BI uptake up 3, PKA-R2B act 4, MITF act -9, DSG3 Ab inh 98, Mot1-301 SUMO 21, dFosB act -15, Arrestin-AP2 inh 1 and PKA-R1A activ 9.
O=C(Nc1ccc(S(=O)(=O)Nc2nccs2)cc1)c1cccc(S(=O)(=O)N2CCOCC2)c1 was read as NSD2 HMT inh -10, SR-BI HDL uptake -1, CDK5 p35 inh -6.5, SR-BI uptake up 1, PKA-R2B act -2, MITF act -4, DSG3 Ab inh 87, Mot1-301 SUMO -16, dFosB act -4, Arrestin-AP2 inh 0 and PKA-R1A activ 2.
For CCOC(=O)Cn1c(CN2CCOCC2)nc2c1c(=O)n(C)c(=O)n2C the results were SR-BI HDL uptake -11, CDK5 p35 inh -1.9, SR-BI uptake up 11, PKA-R2B act 4, DSG3 Ab inh 94, Mot1-301 SUMO -2, dFosB act 3, Arrestin-AP2 inh 1 and PKA-R1A activ 10.
Screening CC12CN(C(=O)c3ccc(Cl)cc3)C3(C#N)CC1CCC23C (centres undefined) returned NSD2 HMT inh -1, SR-BI HDL uptake 5, CDK5 p35 inh -2.7, SR-BI uptake up -5, PKA-R2B act 4, MITF act 11, DSG3 Ab inh 100, Mot1-301 SUMO -16, dFosB act 4, Arrestin-AP2 inh -8 and PKA-R1A activ -7.
Screening CCOC(=O)C1CCN(C(=O)CSc2ccc(Cl)cc2)CC1 returned NSD2 HMT inh -3, SR-BI HDL uptake -4, CDK5 p35 inh 1.8, SR-BI uptake up 4, PKA-R2B act 12, MITF act 4, DSG3 Ab inh 99, Mot1-301 SUMO 231, dFosB act 0, Arrestin-AP2 inh 6 and PKA-R1A activ -4.
`S=C(NCCc1ccc(Cl)cc1)NC1CCCC1` gave NSD2 HMT inh 0, SR-BI HDL uptake 43, CDK5 p35 inh 0.8, SR-BI uptake up -43, PKA-R2B act 8, MITF act 35, DSG3 Ab inh 84, Mot1-301 SUMO 21, dFosB act -1, Arrestin-AP2 inh 8 and PKA-R1A activ 11.
Screening CC(=O)N1CCc2cc3nc(C)cc(C)c3cc21 returned SR-BI HDL uptake -6, CDK5 p35 inh -0.3, SR-BI uptake up 6, PKA-R2B act -14, MITF act 1, DSG3 Ab inh 97, Mot1-301 SUMO 6, dFosB act -9, Arrestin-AP2 inh -6 and PKA-R1A activ -2.
